Source: PubChem
PKM2 activator: qHTS Assay for Activators of Human Muscle isoform 2 Pyruvate Kinase; purified PKM2, Kinase-Glo ATP luminescence, activation; response scale: 0% is enzyme alone, no compound; Potency, µM (top dose mostly 57.5 µM), for inactives: top-dose activation, most hits filed as activators; hit rate 0.34% among 260,000; Pyruvate kinase PKM (Homo sapiens), P14618; further: potency means the concentration at half of the fitted maximal effect; on the % scale 0 is the no-effect control and ±100 the full control effect; nearly all actives have a fitted effect of over 55% in size
Target sequence (P14618 whole entry, looked up, canonical isoform): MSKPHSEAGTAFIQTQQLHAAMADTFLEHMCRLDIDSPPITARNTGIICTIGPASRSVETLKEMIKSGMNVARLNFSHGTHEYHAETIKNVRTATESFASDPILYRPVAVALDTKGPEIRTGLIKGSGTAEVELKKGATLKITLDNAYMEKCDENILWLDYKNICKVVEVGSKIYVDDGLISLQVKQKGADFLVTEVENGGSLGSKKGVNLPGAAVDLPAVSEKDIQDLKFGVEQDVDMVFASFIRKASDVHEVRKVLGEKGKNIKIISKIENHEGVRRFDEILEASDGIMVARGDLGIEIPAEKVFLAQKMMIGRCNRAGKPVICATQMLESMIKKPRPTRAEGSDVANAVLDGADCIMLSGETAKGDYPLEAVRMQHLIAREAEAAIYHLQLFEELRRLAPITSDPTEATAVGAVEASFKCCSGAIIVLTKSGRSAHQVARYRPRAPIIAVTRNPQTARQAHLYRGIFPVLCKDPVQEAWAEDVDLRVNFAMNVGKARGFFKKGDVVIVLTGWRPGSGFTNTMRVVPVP
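hPK-M2, >95% pure; 0.1 mM ADP / 0.5 mM PEP final; imidazole pH7.2 buffer w/ 7 mM MgCl2, 50 mM KCl; 1 h RT; Kinase-Glo lum. Intermediate enzyme activity for dual inhibitor/activator qHTS.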
Mito fusion yeast: qHTS Assay for Small Molecule Inhibitors of Mitochondrial Division or Activators of Mitochondrial Fusion; S. cerevisiae fusion-defective mutant growth rescue, CellTiterGlo 48 h; Potency, µM (top dose mostly 46.1 µM), for the others: at the top dose growth rescue (activation), hits mostly activators; hit rate 0.23% among 320,000; AID 485298, 2010;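 further: potency means the concentration at half of the fitted maximal effect; % of control where 0% means no effect; nearly all actives have a fitted effect of over 45% in size; temperature-sensitive fusion mutants such as fzo1-1 at 37 °C on non-fermentable ethanol glycerol medium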
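Read-out: ATP-based luminescence (CellTiterGlo, 10 min ambient) reporting growth of fusion-defective ts yeast after 48 hours at 37C on glycerol/ethanol YPEG medium in the presence of compound.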
ASM inhibitor: Inhibitors of Secretory Acid Sphingomyelinase (S-ASM): qHTS; hit rate 0.006% among 340,000; placental ASM, HMU-PC fluorogenic substrate, 60 min; Potency, µM (highest dose often 57.5 µM), for inactives: at the top dose activity change, negative = inhibition, hits mostly inhibitors; AID 504937, 2011; Sphingomyelin phosphodiesterase (Homo sapiens), P17405; further: potency means the concentration at half of the fitted maximal effect
Target sequence (P17405 47-631 limits assumed): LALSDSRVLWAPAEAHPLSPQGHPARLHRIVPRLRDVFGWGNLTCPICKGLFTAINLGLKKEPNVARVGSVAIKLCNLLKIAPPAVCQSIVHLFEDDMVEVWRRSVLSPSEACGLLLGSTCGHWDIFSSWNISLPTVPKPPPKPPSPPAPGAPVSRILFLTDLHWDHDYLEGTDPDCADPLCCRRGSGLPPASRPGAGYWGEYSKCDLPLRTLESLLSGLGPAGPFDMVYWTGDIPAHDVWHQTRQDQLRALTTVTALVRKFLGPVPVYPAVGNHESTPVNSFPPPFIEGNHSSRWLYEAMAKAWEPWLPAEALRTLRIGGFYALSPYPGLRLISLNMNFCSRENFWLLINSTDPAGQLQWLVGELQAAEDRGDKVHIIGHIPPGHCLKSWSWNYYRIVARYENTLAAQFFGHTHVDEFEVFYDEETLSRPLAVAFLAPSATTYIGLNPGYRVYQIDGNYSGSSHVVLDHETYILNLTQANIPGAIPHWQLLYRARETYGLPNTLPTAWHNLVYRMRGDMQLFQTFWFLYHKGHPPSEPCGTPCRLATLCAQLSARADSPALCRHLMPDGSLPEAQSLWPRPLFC
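HMU-PC0 cleavage (9 uM final) by human placental ASM, 60 min at 37 °C following 10 min compound exposure at RT; stopped at pH 10, fluorescence Ex 386/Em 447 nm.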
USP2a inh: qHTS Assay for Inhibitors of Ubiquitin-specific Protease USP2a Using CHOP2 as the Reporter | hit rate 0.01% among 330,000 | Ubiquitin carboxyl-terminal hydrolase 2 (Homo sapiens), O75604 | USP2 core, Ub-CHOP2 coupled fluorogenic reporter, 485/531 | Potency, µM (titrated, usually from 38.3 µM), inactives show at the top dose activity change, negative = inhibition, actives largely listed as inhibitors;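 further: potency means the concentration at half of the fitted maximal effect; plate controls were DMSO wells for no effect and full inhibition by NEM control for full effect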
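Cell-free coupled assay: 10nM USP2 core preincubated 30min RT with compound in Tris-HCl pH 8.0/CaCl2/CHAPS buffer, then 25nM Ub-CHOP2 and 25nM reporter substrate; fluorescence (Ex 485/Em 531) read after 60min RT, normalized to NEM inhibition, concentration-response curves fitted.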
Chronic BCR inh: qHTS Assay to Find Inhibitors of Chronic Active B-Cell Receptor Signaling. ABC-DLBCL IkBa-CBG/CBR reporter, luminescence ratio, 4 h. Potency, µM (titrated, usually from 46.1 µM), without a hit: top-dose ratio change, negative = lower green/red ratio, actives largely listed as inhibitors. hit rate 0.05% among 340,000. AID 493014, 2011; active means well fitted inhibition curve with a large enough effect in the signal ratio, with a control signal flat, not every such curve was filed as active; inconclusive means small, poorly fitted or top-dose-only effect, or effect the other way, or a change in a side signal; the % refers to the signal ratio;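 further: potency means the concentration at half of the fitted maximal effect; plate controls were basal doxycycline-induced cells for no effect and cells given 10 µM MG132 for full effect; MG132 reads +100%, hits lower the ratio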
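TMD8 human ABC-DLBCL cells with doxycycline-inducible IκBα–green luciferase fusion and unfused red luciferase, in 0.5% FBS medium; compounds up to 46 uM, 4 h at 37C. Green/red luminescence ratio, filter-overlap corrected, fitted to concentration-response curves.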
GALK inh: qHTS Assay for Inhibitors of Human Galactokinase (GALK); P51570; Purified GALK, Kinase-Glo residual ATP luminescence; Potency, µM (highest dose often 57.5 µM), for the others: at the top dose activity change, negative = inhibition, hits mostly inhibitors; hit rate 0.007% among 270,000; AID 1868, 2009; further: potency means the concentration at half of the fitted maximal effect; on the % scale 0 is the no-effect control and ±100 the full control effect
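Luminescence from leftover ATP (Ultra-Glo luciferase/luciferin) served as read-out after a 1 h room-temperature reaction of 5 nM GALK with 35 uM ATP and 100 uM galactose.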
Eya2 inh: qHTS Assay for Inhibitors of the Phosphatase Activity of Eya2; Protein phosphatase EYA2 (Homo sapiens), O00167; recombinant Eya2, OMFP fluorescence dephosphorylation (OMFP is methylfluorescein phosphate); Potency, µM (series often up to 76.9 µM), without a hit: at the highest dose activity, negative = inhibition, usual class: inhibitors; hit rate 0.006% among 330,000; AID 488837, 2010; further: potency means the concentration at half of the fitted maximal effect; on the % scale 0 is the no-effect control and ±100 the full control effect
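Eya2 protein (added as 0.2 uM solution) was preincubated with compound for 10 min at ambient temperature in 50 mM HEPES pH 7.5, 50 mM NaCl, 5 uM MgCl2, 0.05% BSA, 1 mM DTT. OMFP (added at 50 uM) then reacted 10 min; fluorescence read at 485/525 nm.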
hERG WT inh: qHTS for Inhibitors of KCHN2 3.1: Wildtype qHTS; activity change, % at 1.84 µM; hit rate 0.37% among 340,000; U2OS, BacMam KCNH2, thallium flux FluxOr; hits give low values; Voltage-gated inwardly rectifying potassium channel KCNH2 (Homo sapiens), Q12809;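 active means maximum activity change below -70%; inconclusive means maximum activity change between -70% and -50%; inactive means maximum activity change above -50%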; further: on the % scale 0 is the no-effect control and ±100 the full control effect
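U2OS cells were transduced with wild-type KCNH2 virus (2.03 x 10^8 / mL) for 4 h at room temperature, then cultured overnight at 37 C. Thallium flux was read with FluxOr dye. Rate constants were normalized to DMSO controls.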
Menin MLL FP TR: qHTS Assay for Inhibitors Targeting the Menin-MLL Interaction in MLL Related Leukemias: Competition With Texas Red Labeled MLL-derived Mutant Peptide; O00255; Menin + Texas Red MLL mutant peptide, fluorescence polarization; Potency, µM (top dose mostly 61.6 µM), for inactives: at the highest dose FP activity change, negative = inhibition, hits mostly inhibitors; hit rate 0.23% among 270,000; active means well fitted inhibition curve with a large enough effect in the polarisation, with a control signal flat, not every such curve was filed as active; inconclusive means small, poorly fitted or top-dose-only effect, or effect the other way, or a change in a side signal; inactive means no such curve, though single readings can be large or run the other way; the % refers to the polarisation; further: potency means the concentration at half of the fitted maximal effect; % of control where 0% means no effect; many of its hits are not listed in these tables
MBNL1 CUG block: qHTS Assay for Inhibitors of MBNL1-poly(CUG) RNA binding; Muscleblind-like protein 1 (Homo sapiens), Q9NR56; TR-FRET MBNL1-His/biotin-(CUG)12 binding, 665/545 ratio; Potency, µM (doses to about 57.5 µM), inactives show top-dose activity change, negative = inhibition, most hits filed as inhibitors; hit rate 0.036% among 280,000; AID 2675, 2010; active means well fitted inhibition curve with a large enough effect in the signal ratio, with a control signal flat, not every such curve was filed as active; inconclusive means small, poorly fitted or top-dose-only effect, or effect the other way, or a change in a side signal; inactive means no such curve, though single readings can be large or run the other way; the % refers to the signal ratio; further: potency means the concentration at half of the fitted maximal effect; on the % scale 0 is the no-effect control and ±100 the full control effect
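TR-FRET between His-tagged MBNL1 and biotin-(CUG)12 RNA, detected with Tb anti-His antibody (0.055 ng/ul) and streptavidin-XL665 (5 nM), 60 min at room temperature. Compounds titrated 92 nM to 58 uM; 665/545 nm ratio normalized to buffer and complex controls.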
TSHR antag: Antagonists of the Thyroid Stimulating Hormone Receptor: HTS campaign | hit rate 0.2% among 330,000 | AID 504810, 2011 | Thyrotropin receptor (Homo sapiens), P16473 | TSHR-expressing cells, TSH-stimulated cAMP HTRF, 2 h; hits give low values | activity change, negative = inhibition, % at 11.5 µM;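 active means activity change below a set negative limit, meaning inhibition stronger than a set level, cut at about -70% in these data; inconclusive means activity change between two set negative limits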; further: on the % scale 0 is the no-effect control and ±100 the full control effect
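TSHR-expressing cells, 200/well, pre-treated with compound, then stimulated with EC80 TSH (4nM final) for 2 hours at 37 deg C. cAMP measured by competitive HTRF: anti-cAMP cryptate antibody in lysis buffer plus cAMP-d2, read after 30 minutes at room temperature.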
Starred values were filed as active, the others as inactive; i = inactive; ? = inconclusive; . = no result given; & = joins results of further samples; [ ] = another dose, or the depositor's remark. Unless noted, the call rests on the fitted dose curve; in most records, active means well fitted curve in the direction sought with a large enough effect; inconclusive means small, poorly fitted or top-dose-only effect, or another doubt; inactive means no such curve, though single readings can be large; an effect the other way counts as inactive or inconclusive. Some of the compounds tested; count on the stated rates, not on these rows.

SMILES	PKM2 activator	Mito fusion yeast	ASM inhibitor	USP2a inh	Chronic BCR inh	GALK inh	Eya2 inh	hERG WT inh	Menin MLL FP TR	MBNL1 CUG block	TSHR antag
CCc1ccc(N(C(=O)CNC(=O)c2ccco2)C(C(=O)NC2CCCC2)c2cccnc2)cc1 (stereo unspecified)	-3%	-10%	-3%	0%	2%	6%	5%	5	-11%	8%	8
Clc1cc(Br)ccc1OCCOCCN1CCOCC1	-3%	3%	-1%	-1%	-4%	0%	14%	23	17%	5%	2
CC(=O)Nc1cccc(C(=O)Nc2ccc(S(=O)(=O)N3CCCCC3)cc2)c1	.	-1%	0%	0%	-2%	.	-21%	9	.	.	-7
Cc1cccc(C)c1NC(=O)c1cccc(N2C(=O)C3CCC(C)CC3C2=O)c1 (stereo unspecified)	-1%	3%	3%	-1%	-1%	-4%	11%	-3	7%	-9%	23
COc1ccccc1N1CCN(CC(=O)c2ccc(F)cc2)CC1	-1%	1%	2%	0%	?	0%	4%	3	-5%	5%	5
NC1=NC(=O)/C(=C\c2cccs2)S1	-11%	-6%	-1%	0%	-2%	0%	-7%	-6	15%	?	-6
CN1CCc2c(c3c(n2C)CCN(C)[C@@H]3c2cccnc2)[C@H]1c1cccnc1	2%&-17%	-1%&-11%	3%	0%&-2%	?	4%&7%	2%&-3%	1	-12%&-1%	0%&-10%	22&46
O=C(CSc1ncc(C(F)(F)F)cc1Cl)N1CCNC1=O	.	.	3%	2%	-2%	.	7%	4	.	.	.
COc1ccc(C(C)=O)cc1CSc1nnc(Nc2ccccc2C)s1	2%	?	-7%	5%	?	-2%	3%	17	-9%	2%	0
CCC(=O)c1c[nH]c(C(=O)NCc2cccs2)c1	5%	-10%	-1%	-1%	1%	-2%	6%	-5	.	7%	-6
CCCn1c(C)cc(C(=O)COc2ccc(C)nc2[N+](=O)[O-])c1C	-22%	3%	0%	1%	-3%	1%	-17%	4	14%	?	-7
CCc1cccc(N(CC(=O)NCc2ccc(F)cc2)C(=O)c2csnn2)c1	-3%	3%	1%	1%	2%	11%	1%	7	0%	1%	-12
CC(C)CCN1CCN(Cc2nc3ccccc3s2)CC1CCO (stereo unspecified)	0%	3%	-2%	2%	-16%	1%	1%	4	-25%	-4%	-6
CCCC(CCC)C(=O)NCCN1CCOCC1	-3%	-2%	2%	3%	?	-5%	0%	-2	8%	-7%	3
FC(F)(F)c1nnc2ccc(-n3ccnc3)nn12	3%	-1%	-3%	-1%	?	-1%	10%	-12	-3%	12%	-1
O=C(NCc1ccccc1Cl)C1CCN(S(=O)(=O)N2CCCCCC2)CC1	3%	-1%	5%	5%	-9%	3%	2%	3	1%	-11%	2
O=C(NCCCN=C1NS(=O)(=O)c2ccccc21)c1ccc(F)cc1	6%	4%	-3%	2%	-3%	-2%	-15%	-10	-12%	-2%	-6
CC(C)c1nnc(SCC(=O)NCCC2=CCCCC2)n1N	15%	7%	4%	1%	11%	4%	0%	2	-11%	-1%	-1
COc1cc(C(=O)Nc2ccc(OCC(=O)N3CCOCC3)cc2C)cc(OC)c1OC	-1%	-5%	0%	2%	-2%	-2%	2%	-5	-3%	-8%	-7
COc1cc(C#N)ccc1OCC(=O)c1ccc2c(c1)OCCO2	23%	1%	3%	-2%	-1%	4%	-3%	4	2%	8%	1
CCCN(C(=O)CCNC(=O)Cn1cnc2ccccc2c1=O)c1cccc(C)c1	1%	-2%	0%	-1%	1%	0%	-6%	-8	-16%	-11%	10
CC1(C)Cc2c(cnn2-c2ccc(F)cc2)C(NC(=O)c2ccoc2)C1 (stereo unspecified)	-9%[0.46 µM]	-8%	-3%	0%	4%	0%	11%	?	2%	5%	5
CC(NC(=O)c1ccc(N(C)C)cc1)C(c1cccs1)N1CCN(C)CC1 (stereo unspecified)	-3%	-10%	3%	-1%	-3%	-4%	12%	9	-8%	6%	-11
O=C(NC(CC1CCCCC1)C(=O)O)c1ccccc1 (stereo unspecified)	.	-1%	-6%	3%	2%	.	-17%	9	.	.	52
COc1ccc(S(=O)(=O)N2CCN(C(=O)NC3CCCCC3)CC2)cc1	6%	9%	3%	0%	2%	1%	3%	0	-7%	-9%	0
CC1(C)N=C(N)N=C(N)N1c1ccc(C(=O)O)cc1	-3%	0%	.	2%	3%	-1%	5%	.	1%	-14%	-4
O=C(NCC1(O)CCCCC1)C1CCC(=O)N(Cc2cccc(C(F)(F)F)c2)C1 (stereo unspecified)	0%	-1%	1%	2%	3%	3%	-4%	5	0%	-3%	0
COc1ccccc1/C=N/NC(=O)COCC(=O)N/N=C/c1ccccc1OC	10%	-1%	-4%	-1%	4%	-2%	-22%	4	?	12%	5
O=C1c2cccc([N+](=O)[O-])c2C(=O)N1c1cccnc1	-15%	-3%	0%	-1%	5%	0%	3%	2	-9%	9%	0
O=C(NCCN1C(=O)S/C(=C\c2cccc(Cl)c2Cl)C1=O)C1=COCCO1	1%	9%	-2%	0%	-24%	3%	23%	5	-5%	8%	33
COc1ccc(N2CCN(CC(O)COC(C)(C)C)CC2)cc1 (stereo unspecified)	1%	0%	2%	0%	2%	1%	5%	2	0%	3%	-5
O=S(=O)(c1ccc(F)cc1)N1CCCN(Cc2c(F)cccc2F)CC1	.	4%	5%	0%	1%	0%	11%	2	?	-5%	-8
CCOC(=O)c1c(C)[nH]c(C)c1S(=O)(=O)N1c2ccccc2CC1C (stereo unspecified)	.	1%	-2%	0%	-1%	-13%	2%	-15	-1%	0%	-4
Cc1ccccc1NC(=O)Cc1nc(COC(=O)c2ccc(C(F)(F)F)cc2)cs1	.	4%	3%	3%	2%	.	-10%	-13	.	.	2
O=C(Nc1ccc(S(=O)(=O)N2CCCC2)cc1)C1CCN(S(=O)(=O)c2ccc(F)cc2)CC1	.	-6%	1%	1%	-12%	.	0%	-2	.	.	-7
COc1cc(/C=C(\C#N)C(=O)N2CCOCC2)ccc1OCc1ccccc1	-3%	-2%	6%	0%	-7%	6%	2%	9	9%	1%	-8
CCOC(=O)c1c(C)n(C)c2ccc(OC)c([N+](=O)[O-])c12	-4%	2%	-3%	1%	5%	7%	?	.	6%	7%	4
COc1ccc(C)cc1NC(=O)Nc1ccncc1	-9%	-1%	3%	3%	?	-2%	8%	-5	.	5%	-10
Cc1ccc(CCNC(=O)CCCn2nc(C)c3c(C)n(-c4ccc(C)cc4)nc3c2=O)cc1	.	-4%	-4%	-3%	-1%	-4%	-1%	13	-12%	-8%	-6
O=C(C1Cc2ccccc2CN1C(=O)c1ccco1)N1CCN(c2ccccc2)CC1 (stereo unspecified)	.	2%	2%	2%	?	.	-5%	-2	.	.	-11
CCOC(=O)c1sc(NC(=O)CC)nc1C	.	-6%	4%	4%	-7%	9%	-2%	i	6%	-3%	-2
CC(=O)Nc1ccc(NC(=O)CC23CC4CC(CC(C4)C2)C3)cc1	.	3%	-3%	1%	-5%	0%	8%	2	.	1%	4
O=C(COC(=O)c1cccc([N+](=O)[O-])c1)NC1CCCC1	.	1%	3%	3%	0%	.	5%	-3	-4%	?	-7
CCOCC(=O)Nc1ccc(C(=O)Nc2ccccc2Cl)cc1	-4%	-3%	.	-1%	1%	3%	-5%	.	18%	12%	-3
